# VLA-4 inh: inhibition in a human VLA-4 binding assay; VLA-4 expressing cells, ligand binding flow cytometry; P13612; actives 0.2% (n = 330,000); inhibition, % (about 7 µM as worked out from the volumes in the protocol); in the data active means inhibition above about 50%
# GRK2 inh: blocks RNA aptamer binding to human GRK2; P25098; bead flow cytometry, FAM-aptamer displacement from GRK2; inhibition of aptamer binding, % at 10 µM; actives 0.59% (n = 330,000); AID 488847;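 active means inhibition of aptamer binding above 40%, roughly 3 SD of noise, on plates passing a quality check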;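 further: median bead fluorescence of bound FAM aptamer so fluorescent compounds give negative values; no value below 0 was filed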
# CR mimetic SO: yeast age-related superoxide inhibition as caloric restriction mimetic; S. cerevisiae aged cells, superoxide DHE fluorescence; stronger effect = lower value; superoxide response (% of plate mean), % at 10 µM; actives 0.18% (n = 330,000);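 active means superoxide response under a set limit, about three screen SD below normal, cut at about 65% in these data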;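 further: yeast aged for seven days with compound at 30 °C before DHE staining; 100% = average MFI of all compound-treated wells on the plate with controls excluded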
# MCL1 BIM primary: MCL1-BIM-BH3 interaction inhibition (human). Q07820. GST-MCL1 / FITC-Bim-BH3 fluorescence polarization. inhibition, % at 10.9 µM. actives 0.68% (n = 320,000). AID 2057;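 active means inhibition above the mean inhibition of all tested compounds plus 3 SD, set per campaign, cut at about 40% in these data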;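 further: 0% = DMSO wells and 100% = unlabeled Bim-BH3 peptide control; higher means more loss of mP so more displacement of Bim peptide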
# Target sequence (Q07820 whole entry, looked up): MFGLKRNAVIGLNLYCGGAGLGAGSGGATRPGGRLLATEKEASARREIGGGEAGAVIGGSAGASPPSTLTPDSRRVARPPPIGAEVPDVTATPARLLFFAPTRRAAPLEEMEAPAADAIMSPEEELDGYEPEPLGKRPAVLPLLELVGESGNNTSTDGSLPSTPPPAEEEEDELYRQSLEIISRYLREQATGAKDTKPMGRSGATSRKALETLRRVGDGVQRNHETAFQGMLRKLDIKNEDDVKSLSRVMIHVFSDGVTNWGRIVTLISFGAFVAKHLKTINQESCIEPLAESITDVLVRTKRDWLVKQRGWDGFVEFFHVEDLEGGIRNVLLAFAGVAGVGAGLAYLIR
# BCLXL inh: Bcl-xL (human) inhibition. Q07817. GST-Bcl-xL / FITC-Bim BH3 peptide fluorescence polarization. inhibition, % at 10.9 µM. actives 0.7% (n = 320,000);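 active means inhibition above the mean of all tested compounds plus 3 SD, cutoff set per campaign, cut at about 30% in these data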;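 further: 0% = DMSO wells and 100% = unlabeled Bim-BH3 peptide competitor; inhibitors lower millipolarization by displacing the labeled peptide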
# Target sequence (Q07817 whole entry, looked up): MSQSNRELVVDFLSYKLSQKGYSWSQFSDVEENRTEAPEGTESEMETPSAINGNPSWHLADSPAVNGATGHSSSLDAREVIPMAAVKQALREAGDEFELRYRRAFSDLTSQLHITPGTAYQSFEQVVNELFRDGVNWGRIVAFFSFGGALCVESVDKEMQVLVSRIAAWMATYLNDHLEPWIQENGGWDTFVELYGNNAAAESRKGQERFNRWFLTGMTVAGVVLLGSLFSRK
# CIT2-GFP yeast: alters CIT2-GFP fluorescence in TOR pathway yeast screen. S. cerevisiae CIT2-GFP strain, flow cytometry, 3 h; 100 means same as DMSO wells. GFP response vs DMSO, % at 10 µM. actives 0.065% (n = 320,000);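 active means GFP response relative to DMSO above a set limit, near the screen mean plus 3 SD, cut at about 150% in these data; inconclusive means Fewer than 70 cells measured for a yeast strain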;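 further: ratio of well median GFP fluorescence to mean of DMSO wells on the plate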
# MEX-5 binding: C. elegans MEX-5 TCR-2 RNA binding activity. Q9XUB2. MEX-5/FITC-TCR2 RNA binding, fluorescence polarization; stronger effect = lower value. activity score (negative = inhibition of binding), % at 10 µM. actives 0.38% (n = 300,000);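 active means inhibition past about -25% in most replicates, and total fluorescence under double the plate's negative control median, limit read from the data; inconclusive means replicates evenly split on the limit, or fluorescence at least double controls; inactive means too little inhibition in most replicates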;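 further: 0% = DMSO and -100% = 5 µM competing unlabeled TCR2 RNA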
# Target sequence (Q9XUB2 whole entry, looked up): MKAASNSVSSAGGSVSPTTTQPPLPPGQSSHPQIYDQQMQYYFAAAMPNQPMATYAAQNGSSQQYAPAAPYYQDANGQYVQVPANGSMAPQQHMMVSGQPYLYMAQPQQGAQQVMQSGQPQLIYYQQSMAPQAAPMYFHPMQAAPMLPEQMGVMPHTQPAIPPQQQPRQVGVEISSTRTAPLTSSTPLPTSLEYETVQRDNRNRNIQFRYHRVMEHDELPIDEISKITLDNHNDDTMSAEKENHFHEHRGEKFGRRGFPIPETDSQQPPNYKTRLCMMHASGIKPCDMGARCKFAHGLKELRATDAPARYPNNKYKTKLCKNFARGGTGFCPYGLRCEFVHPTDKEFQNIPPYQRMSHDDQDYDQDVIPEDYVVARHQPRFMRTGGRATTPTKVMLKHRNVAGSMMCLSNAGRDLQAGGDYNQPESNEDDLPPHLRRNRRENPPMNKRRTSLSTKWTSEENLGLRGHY
# GLD-1 RNA inh: GLD-1-TGE RNA interaction inhibition (C. elegans) | Q17339 | inhibition, % at 5.96 µM | purified GLD-1 + fluorescein TGE RNA, fluorescence polarization | actives 0.44% (n = 320,000);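 active means percent inhibition above a per-plate cutoff, the plate mean of test compounds plus 3 SD, cut at about 30% in these data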;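 further: 0% = DMSO wells with GLD-1 and probe and 100% = wells lacking GLD-1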
# AGP1 TOR yeast: modulators of TOR pathway AGP1-GFP in S. cerevisiae; S. cerevisiae AGP1-GFP multiplex flow cytometry, 3 h; GFP as percent of DMSO wells; actives 0.02% (n = 320,000); GFP response vs DMSO, % at 10 µM;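 active means GFP response relative to DMSO above a set limit, near screen average plus 3 SD, cut at about 150% in these data; inconclusive means fewer than 70 cells counted for the yeast strain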;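 further: median GFP channel fluorescence of the gated AGP1 strain per well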
# The depositor's hits bear a star; i = inactive; u = inconclusive; x = no result given; & = joins results of further samples.
# The line under a structure holds: VLA-4 inh	GRK2 inh	CR mimetic SO	MCL1 BIM primary	BCLXL inh	CIT2-GFP yeast	MEX-5 binding	GLD-1 RNA inh	AGP1 TOR yeast
CCOC(=O)COc1ccc(/C=C2\C(=O)NC(=S)N(c3ccc(OC)cc3)C2=O)cc1OC
 : -8	3	111	11	4	104	-3.5	0	99
CCOc1ccc(CN(CCCl)CCCl)cc1C(=O)OC
 : 12	3	108	-10	4	81	-3.1	-7	98
CCOc1cc2[nH]c(=S)n(CCCC(=O)N3CCC4(CC3)OCCO4)c(=O)c2cc1OCC
 : -6	1	120	-1	-3	108	-1.4	4	108
N#CC1=C(N)Oc2c(c(=O)sc3ccccc23)C1c1ccncc1 (stereo not given)
 : -10	0	107	-1	2	103	-2.3	-3	88
NC(Cc1cc(O)c(O)cc1O)C(=O)O (stereo not given)
 : 8	71*	91	95*	67*	86	x	13	93
OC1/C(=C/c2ccccc2F)N2CCC1CC2 (stereo not given)
 : -6	2	97	2	9	93	-0.4	2	95
O=c1[nH]c2c(c(=O)n1C1CCCCC1)CCC2
 : 8	0	116	2	6	109	2.3	9	110
CCCNC(=O)c1c(N)n(CC2CCCO2)c2nc3ccccc3nc12 (stereo not given)
 : -10	0	98	12	13	97	-2.0	0	97
Oc1cccc2nc3ccccc3nc12
 : -10	1	69	11	6	101	-3.9	-3	95
CN1CC(C#N)C2(O)c3ccccc3CCC2C1 (stereo not given)
 : 7	8	103	5	1	112	0.1	2	107
C[C@]12CCC3C(C1CCC2=O)[C@H](O)C[C@H]1C[C@@H](O)CC[C@]31C (stereo not given in full)
 : 6	3	104	x	x	97	x	-5	97
CC(C)(C)NCC(O)c1cc(Cl)c(N)c(Cl)c1 (stereo not given)
 : 35	0	83	-1	2	83	0.8	2	83
COc1ccc(CCN(C)Cc2ccc(F)cc2F)cc1OC
 : 16	0	86	5	1	104	-2.7	10	108
CCc1ccc(CN2CCN(Cc3ccc(SC)cc3)CC2)cc1
 : -3	0	75	6	2	101	-0.6	4	102
CC1CCN(c2cc(Br)c([N+](=O)[O-])cc2F)CC1
 : 3	2	101	-7	-2	94	2.1	0	104
COC(=O)C1=C(c2ccc(C(C)=O)cc2)C[C@@H]2CC[C@H]1N2C(=O)NCCNC(C)=O
 : 18	3	105	0	4	95	x	-7	97
CC(=O)Nc1ccccc1C(=O)OCC(=O)c1ccc2ccccc2c1
 : -10	0	99	2	4	94	-1.1	2	100
CCN1CCN(Cc2ccc(C)cc2)CC1
 : 6	1	101	13	8	94	0.8	6	102
CN(C)C(=O)Oc1ccc(-c2nnco2)cc1
 : -7	32	115	3	5	111	-0.4	4	107
O=C(CCC(=O)N1C[C@H]2C[C@@H](C1)c1cccc(=O)n1C2)NCc1ccccc1C(F)(F)F
 : 12	0	105	3	5	95	x	7	108
CN1CCN(Cc2cc(=O)n3ccsc3n2)CC1
 : 23	1	109	x	x	82	-1.5	x	84
COc1ccc2c(c1OC)C(=O)O[C@@H]2[C@H]1c2cc3c(cc2CCN1C)OCO3
 : 20	0	95	-5	3	97	x	-1	81
OC(CN1CCOCC1)c1csc2ccccc12 (stereo not given)
 : 3	0	104	10	4	92	1.6	2	100
CC(=Nc1ccc(F)cc1)c1c(O)n(C)c(=O)[nH]c1=O
 : -2	1	102	2	3	95	1.2	4	97
CN1C(=O)C(Cc2ccc(OCc3ccccc3)cc2)C(=O)N(C)C1=O
 : -3	0	102	-8	3	92	2.1	-4	91
Cc1ccc(Cc2c(C)nc3nc(SCC(=O)N4CCC5(CC4)OCCO5)nn3c2C)cc1
 : -31	0	107	1	8	98	-0.8	-2	96
CCCc1nc2ccccc2c(=O)n1-c1ccccc1OC
 : 7	1	93	-2	-2	106	2.1	-1	99
COc1ccccc1OC(=O)c1ccc(C)c(S(=O)(=O)N2CCOCC2)c1
 : 7	1	109	7	5	107	0.3	3	101
CC(=O)Nc1cccc([As](=O)(c2cccc(NC(C)=O)c2)c2cccc(NC(C)=O)c2)c1
 : 2	0	107	1	6	95	1.7	-1	100
C=CCn1c(O)c(/C=C2/C=c3ccccc3=N2)c(=O)[nH]c1=S
 : -21	4	99	-6	2	103	-2.4	-2	99
C=CCN(CC=C)Cc1c[nH]c2ccccc12
 : -6	0	134	2	0	89	0.7	2	93
O=c1[nH]c(=O)n(Cc2ccc(F)cc2)c(O)c1C=Nc1ccc(Cl)cc1
 : 21	0	97	-3	-5	94	1.6	-4	83
CC(C)N(CC(O)c1cccc([N+](=O)[O-])c1)C(C)C (stereo not given)
 : 3	0	112	7	4	100	-1.3	6	96
CC(C)(C)NC(=S)/N=C(\N)N[N+](=O)[O-]
 : 5	4	98	8	12	88	2.5	-1	113
O=C1NC(=O)C(Cc2cccs2)C(=O)N1
 : 3	1	96	15	7	x	-11	-5	100
Cc1ccc2c(c1N)C(=O)c1ccccc1C2=O
 : -9	1	99	42*	47*	84	x	-4	91
CCN(CC)C(=O)c1ccc(NC(=O)c2cccc(S(=O)(=O)N3CCN(C)CC3)c2)cc1
 : 0	1	96	-9	-6	100	0.3	-4	90
CCS(=O)(=O)N1CCCC(C(=O)N2CCC3(CC2)OCCO3)C1 (stereo not given)
 : 11	2	104	8	4	104	2.0	0	103
CCOC(=O)c1c(/N=C/c2c(O)n(-c3ccc(F)cc3)c(=S)[nH]c2=O)sc2c1CCCC2
 : 5	8	122	-4	-5	104	0.7	-1	105
Cc1cccc(N2CCN(Cc3ccc4c(c3)OCO4)CC2)c1C
 : 6	0	102	5	1	109	1.3	3	107
O=NN1CCCCC1
 : 11	0	91	4	4	73	x	-3	91
COc1ccc(CN2CCNCC2)cc1
 : -2	0	91	x	x	99	2.3	x	96
COC(=O)C1=C(c2ccc3ccccc3c2)C[C@@H]2CC[C@H]1N2C(=O)N1CCOCC1
 : -3	0	106	4	0	97	x	0	70
Cc1cc(OCC(=O)O)c2c3c(c(=O)oc2c1)CCCC3
 : 9	0	85	7	7	96	2.6	4	103
C=CCN1C(=O)/C(=C/c2ccc(N3CCOCC3)o2)C(=O)NC1=S
 : 7	2	95	-189	-81	119	u	-138	107
CC1(c2ccc(Cl)cc2Cl)OCC(Cn2cncn2)O1 (stereo not given)
 : 5	1	101	-5	1	102	0.5	-4	97
COC(=O)NC(=C(Cl)Cl)P(=O)(c1ccccc1)c1ccccc1
 : 13	0	96	6	4	105	x	0	114
O=c1c(C=NCCN2CCNCC2)c(O)n(C2CCCCC2)c(=O)n1C1CCCCC1
 : 0	0	102	7	4	98	0.9	5	99
CN1C(=O)/C(=C\c2ccc(Br)s2)C(=O)NC1=S
 : 7	1	92	22	13	90	5.3	-11	66
CCOC(=O)C(O)(c1ccc(NC(=O)Oc2ccccc2)cc1)C(F)(F)F (stereo not given)
 : 2	0	92	-4	4	97	1.5	-1	98
O=C(c1ccccc1F)c1cn(CC(=O)N2CCOCC2)c2ccccc12
 : 1	0	113	1	-2	102	-3.0	0	109
Cc1c2ccncc2c(C)c2c1[nH]c1ccccc12
 : i	2	97	88*	66*	82	-1.5	0	93
O=C(NC1CCCCC1)Oc1cc2oc(=O)sc2cc1Cl
 : 25	4	100	14	5	90	-0.8	5	93
O=C(C1CCC(=O)N1Cc1ccccc1Cl)N1CCC2(CC1)OCCO2 (stereo not given)
 : -4	0	92	2	4	u	1.5	5	u
CN1CCN(C(=O)COc2ccc(C(C)(C)C)cc2Br)CC1
 : -3	2	102	3	4	85	0.7	-7	97
Cc1c(/C=N/O)c2ccccc2n1C
 : 16	3	103	4	5	96	0.1	1	103
O=c1c2ccccc2[nH]c(=S)n1-c1ccc2c(c1)OCO2
 : 7	0	109	6	6	101	0.9	-2	105
O=C(c1ccccc1F)N1C[C@H]2C[C@@H](C1)c1cccc(=O)n1C2
 : -11	1	83	4	3	106	0.0	-14	104
O=c1cccc2n1CC1CC2CN(Cc2cccc(Cl)c2Cl)C1 (stereo not given)
 : -1	2	88	4	5	101	-1.5	-3	95
CN1CCN(c2ccc(S(C)(=O)=O)cc2[N+](=O)[O-])CC1
 : 3	1	105	-5	-1	94	0.9	-8	97

# Reformatted: entries from further up
mol,VLA-4 inh,GRK2 inh,CR mimetic SO,MCL1 BIM primary,BCLXL inh,CIT2-GFP yeast,MEX-5 binding,GLD-1 RNA inh,AGP1 TOR yeast
CN1C(=O)/C(=C\c2ccc(Br)s2)C(=O)NC1=S,7,1,92,22,13,90,5.3,-11,66
CC1(c2ccc(Cl)cc2Cl)OCC(Cn2cncn2)O1 (stereo not given),5,1,101,-5,1,102,0.5,-4,97
O=c1c(C=NCCN2CCNCC2)c(O)n(C2CCCCC2)c(=O)n1C1CCCCC1,0,0,102,7,4,98,0.9,5,99
Cc1c2ccncc2c(C)c2c1[nH]c1ccccc12,i,2,97,88*,66*,82,-1.5,0,93
O=C(c1ccccc1F)N1C[C@H]2C[C@@H](C1)c1cccc(=O)n1C2,-11,1,83,4,3,106,0.0,-14,104
CCOC(=O)c1c(/N=C/c2c(O)n(-c3ccc(F)cc3)c(=S)[nH]c2=O)sc2c1CCCC2,5,8,122,-4,-5,104,0.7,-1,105
CC(C)(C)NC(=S)/N=C(\N)N[N+](=O)[O-],5,4,98,8,12,88,2.5,-1,113

# (further entries)
# The line under a structure holds: VLA-4 inh	GRK2 inh	CR mimetic SO	MCL1 BIM primary	BCLXL inh	CIT2-GFP yeast	MEX-5 binding	GLD-1 RNA inh	AGP1 TOR yeast
O=c1[nH]c(=S)n(-c2ccccc2F)c(O)c1C=NCCN1CCNCC1
 : -5	1	96	10	7	109	0.6	0	100
CN(C(=O)COC(=O)c1cn(C)c2ccccc12)C1CCCCC1
 : 15	0	96	-2	-3	90	x	1	100
COC(=O)C1=C(c2ccc(OC(F)(F)F)cc2)C[C@@H]2CC[C@H]1N2C(=O)NCCNC(C)=O
 : 0	3	98	4	5	96	x	0	102
CC12CCC3C(CC=C4CC(O)CCC43C)C1C/C(=C\c1ccccc1F)C2=O (stereo not given)
 : 0	0	102	10	5	100	-3.6	2	107
COc1cccc([C@@]2(O)CCCC[C@@H]2CN(C)C)c1
 : 2&11	4&0	94&105	4&4	3&2	101&98	-2.0&1.0	6&-3	92&105
C[C@]12CC[C@H](O)C[C@H]1CC[C@@H]1C2CC[C@]2(C)[C@@H](C3=CC(=O)OC3)[C@@H](O)C[C@]12O (stereo not given in full)
 : -5	2	113	3	-5	105	x	1	102
COC(=O)C1=C(c2ccc(OC)c(OC)c2)C[C@@H]2CC[C@H]1N2C(=O)NC1CCCCC1
 : 13	1	85	-4	-9	101	x	-1	98
O=Cc1cn(CCCOc2ccccc2)c2ccccc12
 : 7	0	93	-1	3	99	-3.5	8	96
COc1ccccc1C1CC2CCC(C1OC(C)=O)N2Cc1ccccc1 (stereo not given)
 : 6	0	108	4	0	98	-3.9	-2	97
COc1ccccc1OCC#CCN1CCCC(C)C1 (stereo not given)
 : -1	0	105	0	7	108	2.4	3	104

# Compound activity: PubChem BioAssay, several laboratories

# These rows are one share of the data (hit frequency here may not be typical).
